Screens (PubChem BioAssay)
ANO1 activ = activators or potentiators of mouse TMEM16A chloride channel; Q8BHY3; HEK293 TMEM16A/YFP-H148Q/I152L, iodide quench fluorescence; active compounds read low; B-score at 10 µM; 340,000 compounds, 0.3% hits;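 active = fluorescence-ratio B-score plate-corrected deviation score at least 3 library SD below zero, with starting fluorescence score within 5 deviations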;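 also: channel opened by trigger with iodide after compound preincubation; score built on the fluorescence ratio of max minus min over baseline; more negative score means more quench and so TMEM16A activation or potentiation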
KCNK9 block = blocks the human KCNK9 two-pore domain potassium channel. AID 488922. 310,000 compounds, 1.2% hits. HEK293 KCNK9, FluxOR thallium flux fluorescence; active compounds read low. Q9NPC2. B-score at 10 µM;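 active = ratio B-score over 3 SD below the library mean, with starting fluorescence within 5 SD of its mean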;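 also: negative B-score means less thallium flux so channel inhibition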
KCNQ1 block = blocks the human KCNQ1 potassium channel; CHO-K1 KCNQ1, FluxOR thallium flux fluorescence; active compounds read high; 310,000 compounds, 1.3% hits; B-score at 10 µM; P51787;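 active = compounds whose thallium flux B-score, printed positive for inhibition, exceeds three library SD while starting fluorescence stays within three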;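 also: channel opened by potassium depolarization with thallium stimulus after 20 min compound exposure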
HDAC3 inh = blocks human histone deacetylase 3; O15379; inhibition, % at 8.3 µM; 320,000 compounds, 0.15% hits; recombinant HDAC3, fluorogenic peptide/trypsin coupled, fluorescence; AID 2718; in the data active = inhibition above about 26%, passing the limit was not always enough; inconclusive = no clear call, values can overlap the other calls
TMEM16A inh = mouse TMEM16A channel inhibition, primary screen. AID 588511. normalized B-score (activity score, 25-100; higher = stronger inhibition) at 10 µM. 310,000 compounds, 1.2% hits. Q8BHY3. HEK293 TMEM16A/YFP iodide influx fluorescence, ionomycin;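 active = ratio plate-corrected score three or more library SD toward inhibition, starting fluorescence score within five deviations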;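 also: score derived from kinetic fluorescence span divided by baseline fluorescence per well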
KCNK3 inh = human KCNK3 channel inhibition, primary screen. O14649. CHO-KCNK3 thallium flux, FluxOR fluorescence; active compounds read low. B-score at 10 µM. 340,000 compounds, 0.84% hits;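 active = B-score under library mean minus 4 SD, starting fluorescence ratio at most library mean plus 5 SD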;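 also: more negative B-score means stronger inhibition of thallium flux through KCNK3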
KCNQ1 pot = potentiators or activators of human KCNQ1 potassium channel; CHO-K1 KCNQ1, thallium flux FluxOR fluorescence; active compounds read high; 310,000 compounds, 0.35% hits; P51787; B-score at 10 µM;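 active = fluorescence ratio B-score, a plate-corrected score, at least three library SD, with initial intensity B-score within 5 SD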
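Schedule – 37 °C overnight plating, 90-min dark dye load, 20-min compound pretreatment · System – stable KCNQ1 CHO-K1 line · Probe or stimulus – thallium- and potassium-containing depolarizing buffer · Measured by – kinetic FluxOR fluorescence, 10 s baseline plus 110 s post-stimulus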
TRPC4 act = TRPC4 (mouse) channel activation; Q9QUQ5; HEK293 TRPC4beta/mu-opioid, Fluo4 calcium fluorescence; active compounds read high; B-score at 10 µM; 310,000 compounds, 0.49% hits;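 active = B-score above 5 SD of library B-scores, and initial fluorescence ratio not above library mean plus 5 SD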;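 also: positive B-score marks a calcium rise read as TRPC4 activation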
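Assay system: HEK293 stable line with TRPC4beta plus mu-opioid receptor; schedule: 45 min room-temperature Fluo4 loading, 110 s read; technique: kinetic Fluo4 calcium fluorescence; evaluation: integrated baseline-normalised fluorescence ratio, converted to per-well B score; controls: buffer (low) and maximal DAMGO (high)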
DYRK1A inh = Dyrk1A (rat) kinase inhibition; ADP-Glo luminescence, NFATc1 peptide; inhibition, % at 12.5 µM; 310,000 compounds, 0.43% hits; in the data active = inhibition above about 50%;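 also: plate controls were vehicle with enzyme for no effect and no enzyme for full effect; many of its hits are not listed in these tables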
hERG protect = compounds protecting human hERG from proarrhythmic drug block; CHO-hERG, FluxOR thallium flux, dofetilide IC70 present; activation (rescue from dofetilide block), less the hit threshold, % at 10 µM; 310,000 compounds, 0.51% hits; AID 1511;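 active = activation above the mean of controls blocked by dofetilide plus 5 SD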;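 also: thallium influx through hERG after potassium depolarization seen as dye fluorescence rise; in these data hits start at about 4.7%; inactives centre near -7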
Target sequence (Q12809 whole entry, looked up): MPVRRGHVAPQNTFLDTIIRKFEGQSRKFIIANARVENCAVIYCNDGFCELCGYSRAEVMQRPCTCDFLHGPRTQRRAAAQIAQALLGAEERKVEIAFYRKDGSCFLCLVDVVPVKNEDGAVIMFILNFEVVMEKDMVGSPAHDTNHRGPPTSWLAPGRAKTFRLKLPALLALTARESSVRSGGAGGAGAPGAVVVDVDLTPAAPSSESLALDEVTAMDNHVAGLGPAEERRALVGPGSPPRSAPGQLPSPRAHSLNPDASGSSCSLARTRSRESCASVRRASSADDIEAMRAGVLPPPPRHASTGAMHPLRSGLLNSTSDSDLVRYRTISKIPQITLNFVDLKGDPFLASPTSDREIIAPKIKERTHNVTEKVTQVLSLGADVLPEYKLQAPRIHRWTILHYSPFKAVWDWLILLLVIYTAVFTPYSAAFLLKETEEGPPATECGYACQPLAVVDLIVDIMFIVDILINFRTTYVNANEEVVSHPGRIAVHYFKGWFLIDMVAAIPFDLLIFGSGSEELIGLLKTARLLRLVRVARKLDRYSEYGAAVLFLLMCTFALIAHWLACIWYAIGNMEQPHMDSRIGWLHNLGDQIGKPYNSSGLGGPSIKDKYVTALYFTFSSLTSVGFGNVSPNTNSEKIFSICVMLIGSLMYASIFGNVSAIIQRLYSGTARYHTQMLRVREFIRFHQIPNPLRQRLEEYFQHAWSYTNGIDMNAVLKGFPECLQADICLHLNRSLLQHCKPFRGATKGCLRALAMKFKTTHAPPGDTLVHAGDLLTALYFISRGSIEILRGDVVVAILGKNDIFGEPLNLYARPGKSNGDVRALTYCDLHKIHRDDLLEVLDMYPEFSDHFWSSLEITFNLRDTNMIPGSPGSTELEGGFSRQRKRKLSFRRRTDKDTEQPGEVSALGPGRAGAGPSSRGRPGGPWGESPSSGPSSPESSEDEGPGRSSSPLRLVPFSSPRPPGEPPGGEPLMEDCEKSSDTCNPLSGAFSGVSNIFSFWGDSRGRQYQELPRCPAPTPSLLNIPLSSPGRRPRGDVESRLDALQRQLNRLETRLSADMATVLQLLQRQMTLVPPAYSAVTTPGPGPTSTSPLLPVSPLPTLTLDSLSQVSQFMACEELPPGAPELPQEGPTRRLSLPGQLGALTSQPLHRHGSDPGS
TRPC4 PAM = allosteric potentiators of mouse TRPC4 channel; Q9QUQ5; HEK293 TRPC4beta/mu-opioid, DAMGO EC20, Fluo-4 Ca2+ flux; active compounds read high; B-score at 10 µM; 310,000 compounds, 0.42% hits;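 active = B-score of calcium response area above 5 SD of library B-scores, with initial fluorescence ratio within 5 SD of library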;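 also: B-score of integrated fluorescence ratio over time as area under calcium response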
Numbers without * were called inactive; i = inactive; ? = inconclusive; · = not tested or not shown.

SMILES	ANO1 activ	KCNK9 block	KCNQ1 block	HDAC3 inh	TMEM16A inh	KCNK3 inh	KCNQ1 pot	TRPC4 act	DYRK1A inh	hERG protect	TRPC4 PAM
Cc1ccc(-c2nc(-c3ccccn3)no2)cc1	i	i	i	-2.1	i	i	i	i	21.5	-13.8	i
Cc1c(Cl)cccc1NC(=S)NCC(O)c1ccccc1 (centres undefined)	i	i	i	0.1	i	i	i	i	1.7	-2.0	i
Cc1ccc(OCC(=O)N2CCN(S(C)(=O)=O)CC2)cc1	i	i	i	1.9	i	i	i	i	6.1	-11.2	i
O=C(Cn1nnc2ccccc21)NC1CCCCC1	i	i	i	11.9	i	i	i	i	5.8	-8.8	i
COc1ccc(CNc2ccc3c(c2)ncn3C)cc1OC	i	i	i	-1.8	i	i	i	i	-1.5	-10.2	i
CC(C)(C)c1ccc(C(=O)Nc2ccccc2NC(=O)c2ccco2)cc1	i	i	i	9.4	i	i	i	i	9.1	-4.9	i
O=C(COC(=O)c1cccc(Cl)c1)NCCN1C(=O)CSC1=O	i	i	i	-7.1	i	i	i	i	1.9	-14.3	i
O=S(=O)(Nc1cccc(-n2cnnn2)c1)c1ccc(Cl)nc1	i	i	i	-3.2	i	i	i	i	1.7	-5.7	i
CCC(C)(C)n1nnnc1C(c1ccccn1)N1CCCCC1 (centres undefined)	i	i	i	12.9	i	i	i	i	2.7	-6.3	i
COc1ccc2c(-c3ccccc3)cc(=S)[nH]c2c1	i	i	i	-10.3	i	i	i	i	-1.0	-6.3	i
COc1cc(C)nc(N2CCC(C(=O)NCC3CCCO3)CC2)n1 (centres undefined)	i	i	i	-3.0	i	i	i	i	3.5	-6.4	i
CCC(C)[C@H](NC(=O)c1cn(CC)c2cc3c(cc2c1=O)OCO3)C(=O)NCCCn1ccnc1 (some centres undefined)	i	i	i	8.0	i	i	i	i	-1.0	-9.1	i
O=C1CC(N(O)c2ccccc2)C(=O)N1c1ccc(Cl)c(Cl)c1 (centres undefined)	i	i	i	·	i	i	i	i	3.5	-11.4	i
Cc1ccc(C(=O)n2c(-c3ccccc3)cnc2SCC(=O)Nc2ccc(C)cc2C)cc1	i	i	i	·	i	i	i	i	-3.4	-1.8	i
O=C1NN(c2ccc(Cl)c(Cl)c2)C(=O)/C1=C/c1ccc(-c2ccccc2C(=O)O)o1	i	i	i	9.0	i	i	i	i	9.8	-8.4	i
Oc1ccc(COCc2ccccc2)c2cccnc12	i	i	i	2.6	i	i	i	i	3.1	-2.2	i
OCCC1CN(Cc2ccc3nonc3c2)CCN1Cc1ccsc1 (centres undefined)	i	i	i	-4.3	i	i	i	i	9.9	-13.8	i
CCOC(=O)CSc1nc2cc(S(=O)(=O)Nc3ccccc3OC)ccc2o1	i	i	i	0.5	i	i	i	i	-2.7	-28.4	i
CC(C)(O)C#Cc1ccc(C(=O)NCCC(=O)O)s1	i	i	i	0.9	i	i	i	i	-1.1	-4.3	i
CCOC(=O)CC1C(=O)NCCN1S(=O)(=O)c1ccc(Cl)c(Cl)c1 (centres undefined)	i	i	i	-2.8	i	i	i	i	4.1	-13.8	i
CC(NC(=O)CCc1nnc(-c2ccccc2)o1)c1ccccc1 (centres undefined)	i	i	i	·	i	i	i	i	-6.4	-7.2	i
Cc1ccc(OCC(=O)NC2=NCCS2)cc1	i	i	i	0.1	i	i	i	i	3.3	-6.9	i
CC(C)(C)c1cc(N2CCOCC2)n2ncc(-c3ccc(Cl)cc3)c2n1	i	i	i	-22.1	i	i	i	i	-3.4	-7.3	i
COc1ccc(OC)c(NC(=O)CN(C)S(=O)(=O)c2ccc3nc(C)sc3c2)c1	i	i	i	-1.2	i	i	i	i	4.5	-4.6	i
Cc1cccc(C)c1Nc1nnc(SC(C)C(=O)Nc2c(C)n(C)n(-c3ccccc3)c2=O)s1 (centres undefined)	i	i	i	-0.4	i	i	i	i	-0.9	-6.2	i
Other records
SMILES	ANO1 activ	KCNK9 block	KCNQ1 block	HDAC3 inh	TMEM16A inh	KCNK3 inh	KCNQ1 pot	TRPC4 act	DYRK1A inh	hERG protect	TRPC4 PAM
CC(C)NC(=O)C1=NN(c2ccccc2)C(=O)CC1	i	i	i	-0.9	i	i	i	i	-3.3	-1.2	i
O=C(COc1cc(Cl)c(Cl)cc1Cl)NCCN1CCOCC1	i	i	i	4.2	i	i	i	i	-1.7	-1.8	i
O=[N+]([O-])c1cccc(N(CC2CO2)S(=O)(=O)c2ccccc2)c1 (centres undefined)	i	i	i	4.3	i	i	i	i	-0.3	-3.5	i
CCOC(=O)C1CCCCN1Cc1ccccc1C(F)(F)F (centres undefined)	i	i	i	0.0	i	i	i	i	3.9	-12.3	i
Cc1ccccc1NC(=O)CSc1nnc2ccc(-c3cccnc3)nn12	i	i	i	·	i	i	i	i	9.5	-5.5	i
CC(=O)c1ccc(O)c(CSC2=NCCS2)c1	i	i	i	1.5	i	i	i	i	·	-22.4	i
O=C(N/N=C/c1ccc[nH]1)c1cccc([N+](=O)[O-])c1	i	i	i	8.6	i	i	i	i	-10.6	-2.3	i
CC(C)C(OC(=O)c1cccs1)C(=O)NCc1ccc(F)cc1 (centres undefined)	i	i	i	-4.7	i	i	i	i	-2.1	-1.6	i
COc1ccccc1NC(=O)c1cc(N2C(=O)C3C4CCC(C4)C3C2=O)ccc1Cl (centres undefined)	i	i	i	-8.4	i	i	i	i	-0.5	-7.1	i
COC(=O)c1[nH]c(=O)c2ccccc2c1OCc1ccccc1	i	i	i	8.4	i	i	i	i	5.0	-9.0	i
O=C(Cn1ncc2c([nH]c3ccccc32)c1=O)NCCc1ccccc1	i	i	i	1.2	i	i	i	i	4.9	-13.5	i
COc1ccc(OCc2cc(C(=O)N(C)Cc3cc(C)no3)no2)c(Cl)c1	i	i	i	14.7	i	i	i	i	3.3	-8.0	i
CCN1C(=O)/C(=C2/C=CC=CN2C)SC1=S	i	i	i	6.9	i	i	i	i	·	-8.8	i
C/C(=N\NC(=O)c1nn(C)c(C)c1Br)c1ccc(NC(=O)c2ccoc2C)cc1	i	-7.9*	i	-5.0	i	i	i	i	0.7	-5.5	i
O=S(=O)(Oc1ccccc1N1CCCCC1)c1ccccc1	i	i	i	2.0	i	i	i	i	·	-4.4	i
Nn1c(Cc2cccc3ccccc23)nnc1SCc1ccccc1	i	i	i	1.8	i	i	i	i	-3.0	-4.7	i
CC(C)CCNC(=O)c1ccc(CSCc2cccc(F)c2)o1	i	i	i	0.0	i	i	i	i	7.2	-8.5	i
Cc1ccc(S(=O)(=O)N2CCN(S(=O)(=O)N(C)C)CC2)c(C)c1	i	i	i	-1.6	i	i	i	i	-0.7	-6.3	i
CCOCCCNC(=O)C1CCN(S(=O)(=O)N2CC(C)CC(C)C2)CC1 (centres undefined)	i	i	i	3.8	i	i	i	i	-3.3	-6.6	i
Cn1nc(NC(=O)CC(C)(C)CC(=O)O)c2ccccc21	i	i	i	0.4	i	i	i	i	·	1.0	i
O=C(CSc1n[nH]c(-c2cccs2)n1)N1CCN(S(=O)(=O)c2ccccc2)CC1	i	i	i	-1.2	i	i	i	i	-2.0	-9.6	i
Cc1ccc(C(=O)N2CCC3(CC2)NCCc2[nH]cnc23)cc1	i	i	i	6.5	i	i	i	i	-7.1	-9.2	i
Cc1ccc(NC(=O)COC(=O)/C=C/c2c(C)nn(-c3ccc(F)cc3)c2Cl)cc1F	i	i	i	-6.8	i	i	i	i	4.1	-7.5	i
COC(=O)CC1COc2ccccc2N1C(=O)/C=C/c1ccccc1 (centres undefined)	i	i	i	?	i	i	i	i	-7.2	-8.5	i
CC(=O)CSc1nnc2c3ccccc3nc(C(C)(C)C)n12	i	i	i	-5.7	i	i	i	i	3.9	-6.9	i
Continued.
SMILES	ANO1 activ	KCNK9 block	KCNQ1 block	HDAC3 inh	TMEM16A inh	KCNK3 inh	KCNQ1 pot	TRPC4 act	DYRK1A inh	hERG protect	TRPC4 PAM
CC(=O)N1CCc2cc(S(=O)(=O)CCC(=O)NCCc3ccc(Cl)cc3)ccc21	i	i	i	-11.5	i	i	i	i	6.9	-8.6	i
C/C=C(\C)C(=O)NCCN1C2=NC[C@@H](Cc3ccccc3)N2C[C@@H]1Cc1ccc(OC)cc1	i	i	i	-5.4	i	i	i	i	-10.1	-5.7	i
CC1(C)CC(C(=O)Nc2nccs2)CCO1 (centres undefined)	i	i	i	7.2	i	i	i	i	0.7	-13.0	i
CCCCn1c(N)c(N(CC)C(=O)c2ccc(Cl)c(Cl)c2)c(=O)[nH]c1=O	i	i	i	-1.2	i	i	i	i	1.3	-0.1	i
CC(=O)Nc1nn(C)c2nc3cc(C)ccc3cc12	i	i	i	-6.7	i	i	i	i	11.8	-3.2	i
CC(=O)c1cn(CC(=O)Nc2ccccc2C(F)(F)F)c2ccccc12	i	i	i	4.3	i	i	i	i	-1.3	-12.6	i
COc1ccc(CCNC(=O)Nc2ccccc2[N+](=O)[O-])cc1	i	i	i	-7.1	i	i	i	i	0.3	-9.2	i
CCOC(=O)c1nn(-c2ccc(Cl)cc2Cl)c(=N)c(C#N)c1C	·	i	6*	0.2	i	·	i	i	·	-9.5	i
COc1ccc(C(=O)NC2CCCCCCC2)cc1OC	i	i	i	0.9	i	i	i	i	-8.7	-7.5	i
COc1ccc(C(=O)N2CCN(c3nc(C4CC4)nc4sc(C)c(C)c34)CC2)cc1	i	i	i	10.5	i	i	i	i	0.2	-10.7	i
COc1cc(/C=C2/SC(=S)NC2=O)ccc1OS(=O)(=O)c1ccc(C)cc1	i	i	i	2.5	i	i	48*	i	36.1	-11.5	i
CC(C)c1ccc(NC(=O)CCNC(=O)Cn2cnc3ccccc3c2=O)cc1	i	i	i	-2.4	i	i	i	i	-7.6	-11.9	i
CCc1c(C)c2ccc(OCC(=O)OC)cc2oc1=O	i	i	i	-42.2	i	i	i	i	2.7	-9.6	i
CCCC/C(C)=N/NC(=O)C(=O)NCCc1ccccc1	i	i	i	-3.0	i	i	i	i	3.2	-4.0	i
Cc1ccc(S(=O)(=O)N(CC(=O)Nc2cc(C)ccc2C)C(=O)N2CCN(C)CC2)cc1	i	i	i	-1.4	i	i	i	i	-3.0	-8.7	i
CC(C)Oc1ccc(C(CC(=O)N2CCOCC2)C(C)C)cc1 (centres undefined)	i	i	i	-1.3	i	i	i	i	-4.2	-7.9	i
O=C1C(Cc2ccccc2)NC(=S)N1c1ccccc1 (centres undefined)	i	i	i	-4.7	i	i	i	i	-4.2	-5.8	i
Cc1ccc(CCNC(=O)c2ccc3nc4ccc(Cl)cc4c(=O)n3c2)cc1	i	i	i	1.1	i	i	i	i	-5.2	0.5	i
CN1CCc2c(sc3nc(SCC(=O)N4CCOCC4)nc(N)c23)C1	i	i	i	-21.7	i	i	i	i	1.8	-1.8	i

Some of the compounds tested, so the mix of outcomes need not match the whole.
